CHO-K1 Ca antag: nonselective inhibitor or artifact in parental CHO-K1 cells. ATP-induced calcium, Fluo-8 fluorescence. inhibition, % at 3 µM. 360,000 tested, 0.6% active;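 active = inhibition above a per-plate cutoff, the plate's mean sample inhibition plus 3 SD, cut at about 24% in these data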;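 note: 0% = DMSO plus EC80 ATP and 100% = DMSO alone without ATP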
CHO-K1 Ca PAM: counter-screen for M1 PAMs: effect in parental CHO-K1 cells; ATP EC20, Fluo-8 calcium fluorescence; 0% at ATP EC20, 100% at ATP max; activation, % at 3 µM; 360,000 tested, 0.02% active;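 active = activation above the run cutoff, the mean activation of all test compounds plus 3 SD, cut at about 40% in these data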;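 note: peak over basal fluorescence ratio in a 140 s read after ATP addition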
CHO parental Ca: counter-screen: ATP calcium response change in parental CHO cells; 330,000 tested, 0.63% active; inhibition, % at 5.6 µM; parental CHO-K1, ATP-induced calcium, Fluo-8 fluorescence;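 active = inhibition above that plate's mean sample inhibition plus 3 SD, cut at about 26% in these data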;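 note: 0% = ATP-challenged DMSO wells and 100% = DMSO wells without ATP; some compounds past the cut are filed as inactive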
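material = parental CHO cells | also added = ATP as calcium-mobilizing challenge | dosing = single point at 5.6 µM | detection = intracellular calcium via Fluo-8 no-wash fluorescent dye | read-out = % inhibition | benchmarks = low control ATP plus DMSO, high control DMSO only | repeats = one well per compound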
OXTR agonist: activates the human oxytocin receptor; 320,000 tested, 0.32% active; CHO-OTR cells, Fluo-8 calcium fluorescence; normalized: DMSO 0%, oxytocin 100%; activation, % at 3 µM; P30559; AID 2435;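 active = activation above the mean of all tested compounds plus 3 SD, cutoff set per screening run, cut at about 20% in these data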;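 note: peak over basal fluorescence ratio from a 100 s FLIPR kinetic read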
Target sequence (P30559 whole entry, looked up): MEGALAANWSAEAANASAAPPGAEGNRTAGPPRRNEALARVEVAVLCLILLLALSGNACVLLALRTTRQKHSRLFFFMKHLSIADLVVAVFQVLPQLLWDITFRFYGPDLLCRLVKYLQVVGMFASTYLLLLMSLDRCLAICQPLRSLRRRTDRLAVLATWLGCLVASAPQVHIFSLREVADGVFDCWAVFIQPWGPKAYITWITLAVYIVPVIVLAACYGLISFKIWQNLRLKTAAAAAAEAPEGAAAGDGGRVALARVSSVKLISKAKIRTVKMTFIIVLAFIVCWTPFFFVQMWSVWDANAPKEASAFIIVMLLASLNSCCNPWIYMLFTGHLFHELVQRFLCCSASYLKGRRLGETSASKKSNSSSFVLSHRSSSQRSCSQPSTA
OXTR potentiate: human OXTR potentiation | CHO-OTR cells, Fluo-8 calcium fluorescence, potentiator mode; 0% = oxytocin EC15, 100% = EC100 | activation, % at 3 µM | 320,000 tested, 0.061% active | AID 2445;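 active = activation above that plate's cutoff, the mean activation of tested compounds plus 3 SD, cut at about 6.6% in these data, passing the limit was not always enough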;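 note: 100% uses oxytocin at 75 nM as the full agonist control; some results filed as inactive read as strong as hits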
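Dosing: Single dose, 3.0 µM nominal final compound concentration | Material: Human OTR in CHO cells | Technique: Kinetic Fluo-8 calcium fluorescence | Benchmarks: EC15 oxytocin alone as 0%, 75 nM oxytocin as 100% | Probe or stimulus: Oxytocin at about EC15, sub-maximal agonist stimulus | Incubation: Compound 6 min at room temperature before oxytocin, 100 s read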
V1R ag counter: V1a receptor agonism, counter-screen for OXTR agonists | CHO-V1R cells, Fluo-8 calcium fluorescence, agonist mode; 0% DMSO, 100% 3 nM vasopressin | activation, % at 3 µM | 320,000 tested, 0.25% active;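 active = activation above the mean activation of all tested compounds plus 3 SD, per screening run, cut at about 20% in these data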;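 note: signal is peak over basal fluorescence ratio across a 100 second FLIPR read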
GPR7 antagonist: antagonists of human GPR7 (neuropeptides B/W receptor 1); inhibition, % at 4.4 µM; P48145; AID 1861; 290,000 tested, 1.1% active; GPR7-expressing cells, fluorescence antagonist assay; in the data active = inhibition above about 16%, passing the limit was not always enough;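 note: cells stimulated with the agonist NPW; 0% = agonist with vehicle and 100% = vehicle without agonist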
Target sequence (P48145 whole entry, looked up): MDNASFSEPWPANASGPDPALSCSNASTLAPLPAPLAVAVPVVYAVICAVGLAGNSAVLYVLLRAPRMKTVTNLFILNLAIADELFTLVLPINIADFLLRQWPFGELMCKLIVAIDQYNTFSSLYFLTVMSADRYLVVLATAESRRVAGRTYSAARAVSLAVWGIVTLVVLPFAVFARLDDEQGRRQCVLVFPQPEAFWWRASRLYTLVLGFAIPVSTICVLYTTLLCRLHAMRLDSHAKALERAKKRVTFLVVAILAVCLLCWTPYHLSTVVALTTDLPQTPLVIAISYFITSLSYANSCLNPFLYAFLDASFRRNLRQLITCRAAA
M1 ag parental: counter-screen for M1 agonists: effect in parental CHO-K1 cells; activation, % at 3 µM; 360,000 tested, 0.48% active; AID 602248; Fluo-8 calcium fluorescence; scaled to maximal ATP response, vehicle zero; in the data active = activation above about 15%;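 note: untransfected CHO-K1 host cells lacking M1 receptor as counterscreen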
TAAR1 antag: human TAAR1 antagonism. Q96RJ0. CHO RD-HGA16 TAAR1, Fluo-8 calcium fluorescence, antagonist. inhibition, % at 3 µM. 360,000 tested, 1.5% active. AID 624466;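 active = inhibition above a per-plate cutoff, the mean inhibition of test compounds on that plate plus 3 SD, cut at about 49% in these data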;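 note: 0% = DMSO plus EC80 beta-PEA response and 100% = DMSO alone without agonist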
Target sequence (Q96RJ0 whole entry, looked up): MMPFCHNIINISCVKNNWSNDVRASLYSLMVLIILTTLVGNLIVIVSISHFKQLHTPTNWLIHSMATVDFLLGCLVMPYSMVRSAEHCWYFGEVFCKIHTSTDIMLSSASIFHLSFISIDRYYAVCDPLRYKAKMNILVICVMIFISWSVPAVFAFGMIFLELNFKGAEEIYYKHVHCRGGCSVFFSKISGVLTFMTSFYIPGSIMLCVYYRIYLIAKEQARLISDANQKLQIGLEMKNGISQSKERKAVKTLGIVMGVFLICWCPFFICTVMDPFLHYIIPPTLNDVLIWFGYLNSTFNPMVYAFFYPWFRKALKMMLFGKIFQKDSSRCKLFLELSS
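Assay system: RD-HGA16 CHO cells with stable hTAAR1 and Gα16 / Reagent: EC80 β-phenethylamine stimulus / Doses: 3 µM, single point / Timing: dye loading 75 min at 37 °C, then 30 min room temperature / Measured by: Fluo-8 intracellular calcium dye fluorescence, real-time kinetic reads / Controls: vehicle wells and EC80 agonist wells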
* marks the source's active call; other numbers are inactive results; x = no result given. Rows are unselected; any-hit rate near 3.5%.

SMILES	CHO-K1 Ca antag	CHO-K1 Ca PAM	CHO parental Ca	OXTR agonist	OXTR potentiate	V1R ag counter	GPR7 antagonist	M1 ag parental	TAAR1 antag
CCC(c1nnnn1Cc1ccco1)N(CCc1ccccc1)Cc1cc2cccc(C)c2[nH]c1=O (stereo unspecified)	-7	6	-38	-1.1	-3	0.2	12	-0.3	-1
COC(=O)c1ccsc1NC(=O)C1COc2ccccc2O1 (stereo unspecified)	-3	12	-14	-0.5	-1	-0.4	-20	0.1	14
C[C@@H]1CCCCO[C@@H](CN(C)C(=O)c2ccccc2)[C@@H](C)CN([C@H](C)CO)C(=O)c2cc(N(C)C)ccc2O1	8	-1	x	x	x	x	x	3.8	-4
Cc1cc2sc3nc(=O)n(-c4ccccc4)c(=O)n3c2cc1C	-4	7	5	-0.5	-5	0.3	-4	0.5	-19
O=C(CSc1nnc(-c2ccccc2)n1Cc1ccccc1)N1CCOCC1	1	10	-7	0.7	-10	0.6	0	0.2	5
CC1CC(C)CN(C(=O)C2CCCN(c3ncnc4c3nc3n4CCCCC3)C2)C1 (stereo unspecified)	-18	3	-33	-2.7	-4	-1.6	-2	2.2	-8
Cc1cccc(COc2ccc(/C=N/NC(=O)c3nnn(-c4nonc4N)c3CN3CCCCC3)cc2)c1	-10	-1	3	-0.2	-5	0.4	-7	0.4	-18
O=C1NC[C@H](CCCCN2C[C@H](Cc3ccccc3)N(CCC3CCCCC3)C(=O)C2=O)N(Cc2ccccc2)C1=O	-6	-14	x	x	x	x	x	-0.2	-15
COc1ccc(Cc2nnc(SCC(=O)Nc3ccc(C)c(Cl)c3)[nH]c2=O)cc1	-3	3	-4	-0.9	-1	-1.3	x	-0.2	11
CCOc1ccc2[nH]c(=O)c(CN(CCO)C(=O)CC)cc2c1	-4	7	-18	-0.5	-8	0.7	-13	0.2	-12
COc1cccc(-c2csc3nnc(SCC(=O)c4ccc(NC(C)=O)cc4)n23)c1	-16	17	-23	-1.3	-8	0.6	-8	-0.1	x
CCOC(=O)N1CCN(S(=O)(=O)c2ccc(OC)c(C(=O)N3CCCCC3)c2)CC1	-6	1	-6	0.3	-2	-0.8	-3	0.2	-4
O=C(CN(Cc1ccc(Br)cc1)S(=O)(=O)c1ccccc1)NCc1ccncc1	10	-19	-22	0.0	-13	2.8	6	1.6	-18
CCOC(=O)[C@@H]1[C@H]2COc3ccccc3[C@@H]2N2C(=O)N(c3cccc(F)c3)C(=O)[C@]12C	-11	4	-29	-2.6	4	-1.0	x	-0.6	-19
CC1(NC(=O)N2CCCCC2)CCS(=O)(=O)C1 (stereo unspecified)	-9	2	-8	1.6	-3	0.1	-7	0.2	12
CN(C)C(CNC(=O)c1cccc(C#N)c1)c1ccco1 (stereo unspecified)	-4	-10	-4	0.4	-9	-0.3	-8	0.8	-13
C#CCn1c(O)c(N=NC(=O)CNC(=O)/C=C/c2ccccc2)c2ccccc21	-8	7	-14	-0.8	1	-0.4	-13	-0.6	-13
COc1ccc(CC(=O)Nc2ccc(/C(C)=N/NC(=O)c3cccc([N+](=O)[O-])c3)cc2)cc1	2	5	-4	-0.4	-10	0.4	18	0.5	19
CC(=O)Nc1ccc(OCC(O)Cn2c3ccccc3c3ccccc32)cc1 (stereo unspecified)	7	7	-4	17	-16	20	7	2.1	-8
CCCn1c(O)c(N=NC(=O)c2cccnc2)c2cc(Br)ccc21	-11	2	-7	-1.5	-8	-0.8	6	0.9	-22
CCOc1cc(-c2noc(CCCC(N)=O)n2)cc(Br)c1OC	10	-5	-8	1.6	-6	0.6	-6	0.7	-1
COc1ccc(OC)c(C(C)NC=O)c1 (stereo unspecified)	-17	5	-9	0.9	-9	0.6	-11	-0.1	-6
COc1ccccc1C(=O)Nc1nnc([C@H]2C[C@H](O)[C@@H](CO)O2)s1	-19	22	x	x	x	x	x	0.1	-13
CC(C)CCOP(=O)(c1ccc(N(C)C)cc1)C(O)c1ccc(Cl)cc1Cl (stereo unspecified)	-3	11	-33	1.0	-21	1.6	-5	-0.3	0
CN1CCN(c2ncnc3c2ncn3[C@H]2CN(Cc3ccc(Cl)cc3)C[C@@H](CO)O2)CC1	12	6	x	x	x	x	x	0.9	-7
O=C(NCc1cccc(F)c1)C1CCC(=O)N(CC2CCCCC2)C1 (stereo unspecified)	-14	28	-23	6.1	-14	3.6	11	2.1	-20
CN(C)CCn1cnc2c1c(=O)[nH]c(=O)n2Cc1ccccc1	-9	-7	-3	1.0	-7	1.6	-12	0.1	-15
CCCn1c(N)c(N(CCOC)C(=O)CSc2cc(C)c3cccc(C)c3n2)c(=O)[nH]c1=O	-9	4	-9	0.4	-5	-0.3	x	0.2	-20
Cc1cccc(-n2c(CCc3ccccc3)nnc2SCC(=O)c2ccccc2)c1	-5	24	-11	-0.9	-9	-0.2	2	4.8	-10
CC(C)OCCCNS(=O)(=O)c1ccc2ccccc2c1	-2	6	-15	0.5	-8	0.1	14	8.1	10
COc1ccc(CNC(=O)/C(C)=C\C(=O)O)cc1	-15	22	-8	-0.3	-14	0.8	-7	0.6	1
O=C(CN1CCN(Cc2ccccc2)C1=O)NCCCN1CCOCC1	-6	28	-15	-0.7	-7	-0.4	-3	0.5	1
O=C(CN1C(=O)C2C3C=CC(C3)C2C1=O)Nc1ccc(F)cc1 (stereo unspecified)	-5	8	-6	0.5	-15	-0.5	0	0.3	0
CCSc1nnc(NC(=O)c2cccc3ccccc23)s1	1	9	-11	-0.9	-7	-1.0	-4	0.6	-8
O=C(NCC1CCCO1)C(C(=O)c1ccccc1)n1cc(Cl)ccc1=O (stereo unspecified)	-9	23	2	-0.1	-5	-0.3	-7	0.6	8
C[C@H](CO)N1C[C@H](C)[C@@H](CN(C)S(=O)(=O)c2ccccc2)Oc2c(NC(=O)C3CCCCC3)cccc2C1=O	-12	7	-19	0.6	2	1.8	x	-0.2	15
COc1ccc(-c2nc(NCCCN(C)C)c3ccccc3n2)cc1	7	-1	-11	-0.4	-12	1.9	-9	-0.3	-19
CCOC(=O)c1ccc(NS(=O)(=O)c2ccc3c(c2)n(C)c(=O)n3C)cc1	2	-3	13	30*	-23	15	-10	12	-1
O=C(O)c1cnn(-c2nc(-c3cccc(F)c3)cs2)c1C(F)(F)F	16	8	8	-0.1	-8	0.1	1	3.2	-4
Cc1ccccc1N1CC(=O)N(c2ccccc2C)CC1=O	-16	16	-12	0.7	-3	-0.4	1	-0.1	3
CCCCC(=O)Nc1ccccc1C(=O)N1CCOCC1	13	-1	1	0.5	0	-0.2	-16	-0.1	-9
N#CCn1cnc2sc(-c3ccccc3)cc2c1=O	-1	2	-12	0.7	-5	-0.2	-5	6.0	3
COc1ccc(-c2cc3c(o2)CCCC3OCCN2CCOCC2)cc1 (stereo unspecified)	-9	12	x	x	x	x	x	9.5	-5
CCN(CC)CCCN(Cc1cc2cc(OC)ccc2[nH]c1=O)C(=O)Nc1ccccc1	x	x	-23	-1.5	-6	-0.1	4	x	x
NC(=S)Nc1c(Cl)cccc1Cl	-18	25	-8	0.2	4	1.1	-9	1.1	-30
COC(=O)CSc1nnc2n1C(C)(C)Cc1ccccc1-2	3	-6	-3	-1.1	-7	-1.3	-10	-0.1	-3
O=c1cc(CN2CCN(c3ccccc3F)CC2)c2ccccc2o1	-23	21	x	x	x	x	x	0.8	-21
CN(Cc1ccc(Cl)cc1)C(=O)COC(=O)c1ccc(-c2ccc(O)cc2)cc1	3	0	-17	2.7	4	0.7	x	0.3	5
O=C(CSc1nc2ccccc2o1)NCC1CCCO1 (stereo unspecified)	-3	-3	-6	0.6	7	0.6	x	0.3	-28
OC1(C#CCN2CCOCC2)CCCCC1	19	-9	-3	1.0	-3	0.5	-15	0.0	-6

Rewritten with bars between the fields: part of the list above
compound | CHO-K1 Ca antag | CHO-K1 Ca PAM | CHO parental Ca | OXTR agonist | OXTR potentiate | V1R ag counter | GPR7 antagonist | M1 ag parental | TAAR1 antag
CN(C)CCn1cnc2c1c(=O)[nH]c(=O)n2Cc1ccccc1 | -9 | -7 | -3 | 1.0 | -7 | 1.6 | -12 | 0.1 | -15
CCCn1c(N)c(N(CCOC)C(=O)CSc2cc(C)c3cccc(C)c3n2)c(=O)[nH]c1=O | -9 | 4 | -9 | 0.4 | -5 | -0.3 | x | 0.2 | -20
Cc1cccc(-n2c(CCc3ccccc3)nnc2SCC(=O)c2ccccc2)c1 | -5 | 24 | -11 | -0.9 | -9 | -0.2 | 2 | 4.8 | -10

(cont.)
SMILES	CHO-K1 Ca antag	CHO-K1 Ca PAM	CHO parental Ca	OXTR agonist	OXTR potentiate	V1R ag counter	GPR7 antagonist	M1 ag parental	TAAR1 antag
COc1ccc(CN2CCOCCOCCOCCOCCOCC2)cc1	-8	9	-3	1.1	6	0.0	-13	0.6	-26
COc1ccc(NC(=O)Cc2nc3ccccc3[nH]2)cc1	2	16	-28	-1.2	-6	-0.3	-12	3.2	13
Clc1ccc(CNC2CCCC2)c(Cl)c1	-21	20	-4	-0.6	2	-0.7	4	0.8	-5
CC(CC(=O)Nc1ccc(F)cc1F)S(=O)(=O)c1ccc2c(c1)NC(=O)CO2 (stereo unspecified)	-16	12	-21	1.1	-5	2.0	-15	2.7	-36
COc1ccc(N2CCN(C(=O)C3CCN(C(=O)c4ccc([N+](=O)[O-])cc4)CC3)CC2)cc1	5	15	-2	0.7	-1	3.0	-1	0.9	-7
CCCc1cc(=O)oc2cc(C)cc(OCC(=O)NC(Cc3ccc(Cl)cc3)C(=O)O)c12 (stereo unspecified)	-6	13	-5	-0.7	4	-1.0	-1	-0.1	-25
CCc1nc(Nc2ccccc2O)c2oc3ccccc3c2n1	-11	-3	x	x	x	x	-16	3.2	-2
COC(=O)c1sc2nc3c(cc2c1N)CCCC3	-3	-7	-10	-0.8	3	0.1	2	-0.8	-17
FC(F)Sc1ccc(NC(=S)NC(c2ccccc2)c2ccccc2)cc1	13	4	39*	11	-16	11	2	15	11
Cc1cccc(NC(=O)CCNC(=O)c2ccc(Br)cc2)c1C	-6	8	x	x	x	x	-13	0.2	0
CN1C(=S)SC(C)(C)C1N(O)C(=O)Nc1ccc(Cl)cc1 (stereo unspecified)	23	-15	1	7.0	-10	8.1	-23	8.8	6
COc1ccc(NC(=O)c2ccc(CN3CCc4ccccc4C3)cc2)cc1OC	2	-3	2	0.3	-11	-0.1	3	0.2	15
COc1ccc(S(=O)(=O)Nc2cc3c4c(oc3c3ccccc23)CCCC4=O)cc1	-3	-3	-18	-1.5	-4	-0.8	5	0.1	23
CN(Cc1ccccc1)C(=O)CN(Cc1ccccc1)S(C)(=O)=O	5	11	-11	5.4	-4	1.2	-8	0.4	0
Cc1nn(C(C)C(=O)NCc2ccccc2Cl)c(=O)c2c1sc1ccccc12 (stereo unspecified)	-11	-11	-23	-2.0	-2	-0.4	4	0.1	4

Compound activity deposited in PubChem BioAssay by The Scripps Research Institute Molecular Screening Center.
